mIAP act: increases mouse intestinal alkaline phosphatase activity. 0.24% of 330,000 active. muIAP, CDP-Star luminescence, 30 min; stronger effect = higher value; 1 = vehicle-only enzyme signal, 0 = enzyme-free wells. activation factor at 10 µM;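 active = activation factor of at least 2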; also: the source names both 10 and 20 µM as test concentration; values of inactives mirror those of a sister screen read the other way
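System: mouse IAP enzyme. Reagent: CDP-Star chemiluminescent phosphatase substrate. Benchmarks: DMSO wells, no-enzyme wells. Times: 30 min enzyme-substrate-compound incubation at room temperature. Detection: luminescence from enzymatic CDP-Star hydrolysis. Doses: test compounds delivered from DMSO solution.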
mIAP inh: mouse IAP inhibition. purified mouse IAP, CDP-Star luminescence, 30 min. inhibition, % at 10 µM. 0.2% of 330,000 active;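 active = inhibition of at least 40% at 10 µM in the primary screen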;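 also: plate controls were DMSO with enzyme for no effect and no enzyme wells for full effect; values of inactives mirror those of a sister screen read the other way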
ATG4B inh: inhibitors of human ATG4B cysteine protease; AID 504462; inhibition, % at 8.33 µM; 0.51% of 340,000 active; Q9Y4P1; ATG4B cleavage of LC3-PLA2, NBD-HPC fluorescence, 1 h; in the data active = inhibition above about 40%
Target sequence (Q9Y4P1 whole entry, looked up): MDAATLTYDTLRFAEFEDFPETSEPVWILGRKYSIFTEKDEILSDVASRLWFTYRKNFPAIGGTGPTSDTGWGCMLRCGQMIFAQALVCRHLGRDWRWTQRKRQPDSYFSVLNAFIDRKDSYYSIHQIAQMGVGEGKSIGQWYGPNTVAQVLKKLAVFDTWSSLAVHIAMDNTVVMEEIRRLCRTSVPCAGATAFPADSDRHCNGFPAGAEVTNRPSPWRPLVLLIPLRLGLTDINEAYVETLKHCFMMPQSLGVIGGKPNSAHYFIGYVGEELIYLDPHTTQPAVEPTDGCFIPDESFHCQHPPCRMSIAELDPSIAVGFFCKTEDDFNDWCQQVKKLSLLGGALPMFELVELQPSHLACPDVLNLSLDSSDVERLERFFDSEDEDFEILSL
hIAP activ: human IAP activation. P09923. purified human IAP, CDP-Star luminescence, 30 min; stronger effect = higher value; 1 = vehicle-only enzyme, 0 = enzyme-free background. activation factor at 10 µM. 0.16% of 330,000 active. AID 2524;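 active = activation factor of the enzyme at least 2-fold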; also: the source names both 10 and 20 µM as test concentration; values of inactives mirror those of a sister screen read the other way
Target sequence (P09923 whole entry, looked up): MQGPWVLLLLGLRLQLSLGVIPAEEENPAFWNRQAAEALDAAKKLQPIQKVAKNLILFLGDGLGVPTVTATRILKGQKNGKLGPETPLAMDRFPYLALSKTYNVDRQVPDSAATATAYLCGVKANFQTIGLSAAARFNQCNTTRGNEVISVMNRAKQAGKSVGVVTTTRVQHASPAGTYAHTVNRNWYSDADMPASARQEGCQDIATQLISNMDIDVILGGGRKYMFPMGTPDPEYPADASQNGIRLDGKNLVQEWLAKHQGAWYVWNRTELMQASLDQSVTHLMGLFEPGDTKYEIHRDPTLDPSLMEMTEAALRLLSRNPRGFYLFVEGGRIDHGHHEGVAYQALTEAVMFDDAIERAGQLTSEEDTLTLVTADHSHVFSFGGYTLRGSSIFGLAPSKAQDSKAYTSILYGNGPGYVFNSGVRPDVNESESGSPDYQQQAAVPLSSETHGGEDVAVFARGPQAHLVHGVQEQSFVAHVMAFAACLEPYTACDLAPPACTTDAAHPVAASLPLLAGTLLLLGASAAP
HKDC1 inhibitor: inhibitors of human hexokinase HKDC1; recombinant HKDC1, G6PDH/diaphorase resazurin coupled fluorescence; inhibition, % at 20 µM; 0.16% of 340,000 active; AID 493160;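 active = inhibition above about 35% when tested at 20 µM, limit read from the data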;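 also: plate controls were DMSO wells with enzyme for no effect and DMSO wells lacking enzyme for full effect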
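Assay system: recombinant HKDC1 hexokinase; detection: coupled resazurin fluorescence, excitation 525 nm, emission 613 nm; benchmarks: DMSO-plus-enzyme-mix negative control, buffer-substituted positive control; compound dosing: single 20 µM dose; schedule: 90 min at room temperature in dark; also added: glucose plus 1 mM ATP as hexokinase substrates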
APOBEC3A inh: blocks human APOBEC3A ssDNA deamination; P31941; recombinant A3A, FAM/TAMRA ssDNA deamination fluorescence; inhibition, % at 20 µM; 0.41% of 330,000 active;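 active = at least 40% inhibition at 20 µM here, with at most 30% in a related deaminase screen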;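 also: plate controls were A3A with DMSO for no effect and wells lacking A3A enzyme for full effect; some results filed as inactive read as strong as hits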
PfG6PD inh: PfG6PD (Plasmodium falciparum) enzyme inhibition. AID 504690. PfGluPho enzyme, NADPH resazurin-diaphorase fluorescence. inhibition, % at 20 µM. 0.78% of 350,000 active;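 active = inhibition reaching at least a set limit at 20 µM in the primary screen, cut at about 59% in these data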;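 also: 0% = DMSO wells with substrate and 100% = DMSO wells lacking glucose-6-phosphate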
hIAP inh: human IAP inhibition. purified IAP, CDP-Star luminescence, 30 min. inhibition, % at 10 µM. 0.12% of 330,000 active;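 active = inhibition reaching a set limit with compound at 10 µM in the primary screen, cut at about 35% in these data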;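 also: plate controls were DMSO wells with enzyme for no effect and no-enzyme buffer wells for full effect; values of inactives mirror those of a sister screen read the other way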
Active calls of the source: *.

SMILES	mIAP act	mIAP inh	ATG4B inh	hIAP activ	HKDC1 inhibitor	APOBEC3A inh	PfG6PD inh	hIAP inh
Cc1c(C(=O)N(C)c2ccccc2Cl)cnn1-c1ccccc1	1.03	-3.2	3.6	1.21	-6.7	-2.7	-5.6	-20.8
COc1ccccc1CNC(=O)Cc1ccc(C)cc1	0.947	5.3	-3.3	0.984	-3.2	-1.2	5.5	1.6
CCCc1cc(N2CCCC(C(=O)NCc3ccc4c(c3)OCO4)C2)n2ncnc2n1 (stereo not given)	1.03	-3.3	-4.2	1.04	16.6	-0.1	0.8	-3.8
CCCCS(=O)(=O)Nc1ccc2ncn(C)c(=O)c2c1	0.988	1.2	5.0	1.13	-4.0	-3.2	-11.4	-13.1
C=CCN(C(=O)c1cccc(S(=O)(=O)N2CCN(C)CC2)c1)c1nc(-c2ccccc2)cs1	0.908	9.2	-14.6	1.32	2.0	11.1	17.3	-31.7
CCCCNC(=S)N=Nc1c(O)[nH]c2ccccc12	0.865	13.5	5.4	1.53	6.8	0.9	-8.3	-53.1
O=C(C1=C[C@H](c2csc3ccccc23)C[C@H](OCc2ccc(CO)cc2)O1)N1CCN(Cc2ccccc2)CC1	1	0.0	-16.8	0.908	-3.7	3.6	21.9	9.2
CCN1C(=O)/C(=C\N(C)C)c2ccccc21	0.967	3.3	-7.9	1.09	-0.9	-1.6	-5.4	-9.1
O=C(COc1ccccc1[N+](=O)[O-])N/N=C/c1cccc(OC(=O)c2ccc3c(c2)OCO3)c1	0.821	17.9	10.2	1.17	2.1	-2.7	-2.1	-17.0
CCOc1cc(CNn2cn[nH]c2=S)cc(Cl)c1OCc1ccccc1F	0.946	5.4	2.2	0.942	9.6	-5.6	12.0	5.8
Cc1cc(C(F)(F)F)nn1CC(=O)Nc1ccc(Br)c2cccnc12	0.875	12.5	-2.8	1.04	-2.1	0.0	10.8	-3.7
Cc1cc(NC(=O)CSc2nnc3ccc(-c4ccc(F)cc4)nn23)no1	0.995	0.5	-5.2	1.08	-1.4	3.8	-1.9	-8.2
COc1ccc(C(=O)Nc2nc(C)cc(C)n2)cc1[N+](=O)[O-]	1.07	-7.1	-2.0	0.842	-5.9	0.8	5.8	15.8
COC(=O)c1ccc2c(c1)C(=O)N(C1CCCCC1)C2=O	0.987	1.3	-3.4	0.903	-5.1	-4.9	1.1	9.7
Cc1cc(=O)oc2cc(OCc3ccc(C(=O)OCC(=O)N(C)C4CCS(=O)(=O)C4)cc3)ccc12 (stereo not given)	0.974	2.6	-12.6	1	-3.0	5.2	14.4	-0.4
Cc1cccc(-n2c(C)nc3c(cnn3-c3ccc(F)cc3)c2=O)c1	1.03	-3.4	-1.6	1.06	0.7	3.3	-7.8	-6.0
Cc1cccc(NC(=O)COc2ccc(-c3nn(C)c(=O)c4ccccc34)cc2)c1	1.05	-4.7	-17.1	1.01	5.3	0.5	13.1	-1.3
CCOC(=O)C1CCN(Cc2nnc(-c3ccccc3C)o2)CC1	1.04	-4.2	-8.6	0.928	-0.6	1.4	-3.5	7.2
CCOC(=O)[C@H]1[C@H]2COc3ccccc3[C@@H]2N2C(=O)c3cc(C)ccc3NC(=O)[C@@]12C	1.13	-12.7	-2.9	1.01	6.5	-0.6	8.0	-1.0
CCCCn1c(N)c(N(CCC(C)C)C(=O)c2cc(CC)c(C)s2)c(=O)[nH]c1=O	0.95	5.0	-4.2	1.13	0.6	-1.5	-7.4	-12.8
Cc1cccc2c1cnn2C(=O)Nc1ccc(Br)cc1F	0.921	7.9	6.8	0.942	-4.1	-3.1	-2.0	5.8
O=C(C[C@H]1C/C=C\CC[C@H](Cc2ccc(F)cc2)C(=O)O[C@H](c2ccccc2)CNC1=O)N[C@H](CO)Cc1ccccc1	1.04	-3.6	-4.0	0.788	-1.2	-5.3	-0.1	21.2
COc1ccc2cc(C(C)c3nc4ccccc4c(=O)n3N)ccc2c1 (stereo not given)	0.911	8.9	-5.9	0.956	-7.3	-0.4	-16.7	4.4
CC(OC(=O)c1cccnc1Cl)C(=O)Nc1ccc2c(c1)OCCO2 (stereo not given)	1.05	-5.2	-4.5	0.973	-9.1	0.7	-6.9	2.7
COc1ccc(CNC(=O)C2CCN(S(=O)(=O)c3c(C)n[nH]c3C)CC2)cc1	1.07	-7.4	-6.8	1.06	0.9	-0.7	-1.6	-5.6
O=C(COC(=O)c1ccc(S(=O)(=O)Nc2ccccc2)cc1)NCCC1=CCCCC1	1.03	-2.8	-6.9	0.973	-1.4	-3.4	-13.2	2.7
C/C(=N\N1C(=O)c2ccccc2C1=O)c1cccc([N+](=O)[O-])c1	1.01	-1.3	11.8	1.19	-10.6	0.7	1.1	-18.8
CC(C)NCCOCCOc1ccc(Cl)cc1Br	0.94	6.0	5.0	1.01	-8.3	-2.8	-7.2	-1.0
COc1ccccc1C(C(=O)NCc1ccc(F)cc1)N(C(=O)c1csnn1)C1CC1 (stereo not given)	1	-0.2	2.2	1.04	-4.9	-4.4	19.8	-3.7
COc1ccc(C(=O)Nc2ccnn2C2CCN(CCC(C)c3ccc(C)o3)CC2)cc1 (stereo not given)	1.07	-7.2	-7.4	0.975	-4.8	-4.7	10.1	2.5
COC(=O)c1cc2n(n1)CCN(Cc1ccc(F)cc1)C2=O	0.976	2.4	-4.7	0.988	-5.4	-0.3	11.2	1.2
Cc1ccc(-c2onc3ccc(C4(C)OCCO4)cc23)cc1	0.967	3.3	-4.4	0.828	1.4	1.4	-1.8	17.2
CC(=O)c1cccc(NC(=O)C(C)OC(=O)c2ccc(Br)o2)c1 (stereo not given)	0.95	5.0	4.5	0.994	-1.2	-2.1	3.5	0.6
O=Cc1c(NCCc2cccc(F)c2)c2ccccc2[nH]c1=O	0.895	10.5	3.7	1.14	-5.5	-6.8	-14.8	-13.9
CN(Cc1nc(-c2cccs2)no1)CC(O)c1ccccc1 (stereo not given)	0.884	11.6	3.4	1.05	-1.3	3.9	-0.6	-4.9
CCOC(=O)Cn1nc(C)c(NC(=O)COc2ccccc2[N+](=O)[O-])c1C	0.98	2.0	-11.4	0.986	-4.2	0.4	-1.9	1.4
CC(C)(C)NC(=O)c1cc(Cl)ccc1[N+](=O)[O-]	1.03	-3.4	0.3	1.09	-8.3	-0.6	-13.0	-9.3
Nc1ccc(S(=O)(=O)NCC(=O)OC2CCOC2=O)cc1[N+](=O)[O-] (stereo not given)	0.944	5.6	-8.8	0.966	-6.4	9.5	13.0	3.4
Cc1cc(/C=N/NC(=O)c2ccccn2)c(C)n1-c1cccc([N+](=O)[O-])c1	0.953	4.7	4.7	0.979	-5.2	7.9	32.0	2.1
C1CCN=C(Nc2nc3c(s2)CCCC3)CC1	1.14	-13.5	6.1	1.05	-3.0	-0.8	14.8	-4.7
CC(OC(=O)c1cc(Br)ccc1O)C(=O)NC1(C#N)CCCCC1 (stereo not given)	0.963	3.7	3.9	1.04	7.6	2.3	-26.5	-4.1
Cc1cc(C)n2cc(CSCC(=O)O)nc2n1	1.02	-1.6	-14.8	0.964	-7.5	-2.8	12.1	3.6
O=C(Cn1cccc1C(=O)c1ccccc1)NCc1cccs1	0.958	4.2	-1.6	1.01	-8.4	-4.0	-12.2	-0.9
O=C(c1cc(Cl)ccc1[N+](=O)[O-])N1CCc2ccccc2C1	1	-0.2	1.1	0.954	-3.9	2.2	13.1	4.6
COc1ccc(OCCOC(=O)CNS(=O)(=O)c2ccc(SC)c([N+](=O)[O-])c2)cc1	0.924	7.6	-18.4	1.05	-4.2	0.1	4.1	-4.7
Oc1ccc(/C=N/Nc2ccnc3cc(Cl)ccc23)c(O)c1O	0.781	21.9	1.8	0.962	37.0*	10.1	52.5	3.8
CCc1nnc(NC(=O)CN2C(=O)/C(=C/c3cc(OC)c(OC)c(OC)c3)SC2=S)s1	0.782	21.8	-7.2	1.1	-11.4	-1.8	9.5	-10.4
COc1ccc(NC(=O)c2ccc(CN3CCc4ccccc4C3)cc2)c(OC)c1	0.936	6.4	10.4	1.04	4.6	-5.1	-4.6	-4.5
NS(=O)(=O)c1ccc(CCNC(=O)C(=O)c2cn(CC(=O)N3CCCC3)c3ccccc23)cc1	0.995	0.5	-10.1	1.18	2.8	-1.9	-7.5	-18.0
COc1ccc(CCNC(=O)C23CCC(C)(C(=O)C2Br)C3(C)C)cc1OC (stereo not given)	1.08	-7.6	2.0	0.978	-0.9	-4.0	-5.2	2.2
CCOC(=O)C1=C(C)OC(N)=C(C#N)C1c1ccoc1 (stereo not given)	1.07	-7.1	-0.1	0.997	-2.9	2.9	-6.2	0.3
O=C(O)/C=C/c1cn(-c2ccccc2)nc1-c1ccc2c(c1)OCCO2	0.997	0.3	-3.9	0.919	-3.4	3.9	-3.4	8.1
CCOc1ccccc1Oc1c(C)oc2c(CN3CCN(C)CC3)c(O)ccc2c1=O	0.929	7.1	-8.8	0.857	-12.2	-1.5	-4.6	14.3
CCCCOc1ccc(C(=O)NCC(=O)NNC(=O)C2COc3ccccc3O2)cc1 (stereo not given)	0.996	0.4	-29.7	1.75	-2.7	-2.6	-2.7	-74.8
S=C(Nc1ccccc1Cl)NC1CCCCCC1	1.28	-28.5	7.1	1.04	-6.0	6.2	-3.3	-4.0
COCCOC(=O)C1=C(C)NC(=O)NC1c1cccc(F)c1 (stereo not given)	1.04	-3.6	-2.0	1.11	2.9	7.4	0.4	-11.4
CCOc1cc(C(=O)Nc2ccc(S(=O)(=O)N3CCOCC3)cc2)cc(OCC)c1OCC	1.03	-3.0	-8.9	1.09	-10.1	-2.9	-17.1	-8.9
Cc1cc(C)c(NC(=O)COC(=O)/C=C/c2cccs2)c(C)c1	1.03	-2.6	12.4	1.04	-8.6	-3.6	-7.4	-4.0
COc1ccc(C2=CC3=C(Br)C(=O)C(C)(O)C(=O)C3=CO2)cc1 (stereo not given)	0.943	5.7	21.0	0.753	33.9	5.6	22.0	24.7
CCOc1ccc(S(=O)(=O)N2CCCCC2)cc1NC(=O)CN1C(=O)NC(CC)(c2ccccc2)C1=O (stereo not given)	1.12	-12.2	-14.5	1.19	-2.5	-4.8	23.9	-19.3

HKDC1 inhibitor, hit marks shown above
SMILES	mIAP act	mIAP inh	ATG4B inh	hIAP activ	HKDC1 inhibitor	APOBEC3A inh	PfG6PD inh	hIAP inh
Oc1ccc(/C=N/Nc2ccnc3cc(Cl)ccc23)c(O)c1O	0.781	21.9	1.8	0.962	37.0*	10.1	52.5	3.8

Reprinted at random: 2 entries already listed, in no set order.
SMILES	mIAP act	mIAP inh	ATG4B inh	hIAP activ	HKDC1 inhibitor	APOBEC3A inh	PfG6PD inh	hIAP inh
Cc1cc(/C=N/NC(=O)c2ccccn2)c(C)n1-c1cccc([N+](=O)[O-])c1	0.953	4.7	4.7	0.979	-5.2	7.9	32.0	2.1
COc1ccc(OCCOC(=O)CNS(=O)(=O)c2ccc(SC)c([N+](=O)[O-])c2)cc1	0.924	7.6	-18.4	1.05	-4.2	0.1	4.1	-4.7

(further entries)
SMILES	mIAP act	mIAP inh	ATG4B inh	hIAP activ	HKDC1 inhibitor	APOBEC3A inh	PfG6PD inh	hIAP inh
CCCOc1ccccc1C(=O)N(Cc1ccco1)C1CCS(=O)(=O)C1 (stereo not given)	1	0.0	6.6	1.07	-6.2	-4.9	-4.4	-6.7
CCCCCCOc1ccc(N2C(=O)CC(S/C(N)=N/N=C(\C)c3cccs3)C2=O)cc1 (stereo not given)	0.953	4.7	48.6*	1.14	4.1	-2.5	2.3	-13.7
COc1cc(CNc2ccc(N3CCCC3)cc2)cc(Cl)c1OC	0.865	13.5	2.7	0.917	15.9	0.4	75.4*	8.3
COc1ccc2oc(C)c(C(=O)Cn3ccnc3)c2c1	1.03	-2.6	0.4	0.893	-4.1	-6.2	-12.8	10.7

Source: PubChem BioAssay
